FECH block: human FECH heme synthesis enzyme inhibition; purified FECH, Ni-mesoporphyrin absorbance 550 nm; actives 3.3% (n = 20,000); P22830; calls only at 10 µM (by protocol);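 active means enzyme reaction rate more than 3 SD below the solvent-only control wells on the same plate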;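 further: lower slope than DMSO wells means FECH inhibition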
Target sequence (P22830 whole entry, looked up): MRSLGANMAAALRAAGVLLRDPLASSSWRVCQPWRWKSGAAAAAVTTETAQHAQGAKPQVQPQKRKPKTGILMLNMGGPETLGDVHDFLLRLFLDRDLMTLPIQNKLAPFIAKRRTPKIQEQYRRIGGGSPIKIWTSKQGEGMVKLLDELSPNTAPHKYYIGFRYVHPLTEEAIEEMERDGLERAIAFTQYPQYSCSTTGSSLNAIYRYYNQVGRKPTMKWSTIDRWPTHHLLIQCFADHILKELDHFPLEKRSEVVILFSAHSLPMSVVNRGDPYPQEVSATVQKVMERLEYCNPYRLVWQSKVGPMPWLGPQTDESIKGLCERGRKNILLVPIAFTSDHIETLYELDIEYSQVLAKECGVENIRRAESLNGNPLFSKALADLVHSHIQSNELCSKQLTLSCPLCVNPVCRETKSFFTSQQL
Calls only; i = inactive. This is a subset; count on the stated rates, not on these rows.

A first look (seven entries):
> Cc1ccnc(CC(C)N(C)Cc2c(C)nn(C(C)(C)C)c2C)c1 (configuration not stated)
  FECH block = i
> Cc1nccnc1N1C[C@H](c2cccc(F)c2F)[C@@H]2[C@H]1C1CCN2CC1
  FECH block = i
> CCn1c(-n2cc(C3=CCN(Cc4ncccn4)CC3)cn2)nc2ccccc21
  FECH block = i
> CC(C)c1nccc(CN2CC[C@@]3(O)CCCC[C@H]3C2)n1
  FECH block = i
> NS(=O)(=O)c1ccc(NC(=O)c2cccn(Cc3ccc(Br)cc3)c2=O)cc1
  FECH block = i
> Fc1ccc(CN2CCCC3(CCN(c4ncccn4)C3)C2)cc1 (configuration not stated)
  FECH block = i
> CC(=O)Nc1ccc(CNC(=O)CN2CC=C(c3cnn(C)c3)CC2)cc1
  FECH block = i

The listing, from the first entry:
> Cc1ccnc(CC(C)N(C)Cc2c(C)nn(C(C)(C)C)c2C)c1 (configuration not stated)
  FECH block = i
> Cc1nccnc1N1C[C@H](c2cccc(F)c2F)[C@@H]2[C@H]1C1CCN2CC1
  FECH block = i
> CCn1c(-n2cc(C3=CCN(Cc4ncccn4)CC3)cn2)nc2ccccc21
  FECH block = i
> CC(C)c1nccc(CN2CC[C@@]3(O)CCCC[C@H]3C2)n1
  FECH block = i
> NS(=O)(=O)c1ccc(NC(=O)c2cccn(Cc3ccc(Br)cc3)c2=O)cc1
  FECH block = i
> Fc1ccc(CN2CCCC3(CCN(c4ncccn4)C3)C2)cc1 (configuration not stated)
  FECH block = i
> CC(=O)Nc1ccc(CNC(=O)CN2CC=C(c3cnn(C)c3)CC2)cc1
  FECH block = i
> Cc1ccc2[nH]cc(CN(C)CC3CCCCO3)c2c1 (configuration not stated)
  FECH block = i
> O=C(CN1CCCN(Cc2ccccc2)S1(=O)=O)NC1CCCC1
  FECH block = i
> COC(=O)c1cccc(CN2CCO[C@@H]3CCCC[C@H]32)n1
  FECH block = i
> Cc1[nH][nH]c(=O)c1CC(=O)N1CCN(C)C2(CCN(C)CC2)C1
  FECH block = i
> NC(=O)c1ccccc1NC(=O)c1cccn(Cc2ccccc2Cl)c1=O
  FECH block = i
> CNC(=O)c1ccc(CN2CC=C(c3cnn(-c4ccccc4C)c3)CC2)o1
  FECH block = i
> O=C(c1ccccn1)C1CCCN(Cc2ccc(-n3ccnc3)cc2)C1 (configuration not stated)
  FECH block = i
> CCCOCCNC(=O)C12CNCC1CNC2 (configuration not stated)
  FECH block = i

Arranged by formula weight (falling): part of the list above.
> NS(=O)(=O)c1ccc(NC(=O)c2cccn(Cc3ccc(Br)cc3)c2=O)cc1
  FECH block = i
> CNC(=O)c1ccc(CN2CC=C(c3cnn(-c4ccccc4C)c3)CC2)o1
  FECH block = i
> Fc1ccc(CN2CCCC3(CCN(c4ncccn4)C3)C2)cc1 (configuration not stated)
  FECH block = i
> Cc1[nH][nH]c(=O)c1CC(=O)N1CCN(C)C2(CCN(C)CC2)C1
  FECH block = i
> CC(C)c1nccc(CN2CC[C@@]3(O)CCCC[C@H]3C2)n1
  FECH block = i

Returning to the listing; the 3 compounds before the break are reprinted first.
> CNC(=O)c1ccc(CN2CC=C(c3cnn(-c4ccccc4C)c3)CC2)o1
  FECH block = i
> O=C(c1ccccn1)C1CCCN(Cc2ccc(-n3ccnc3)cc2)C1 (configuration not stated)
  FECH block = i
> CCCOCCNC(=O)C12CNCC1CNC2 (configuration not stated)
  FECH block = i
> CCc1nn2c(=O)cc(CN3CC=C(c4cnn(C(C)(C)C)c4)CC3)nc2s1
  FECH block = i
> CCN(CC)C(=O)c1ccc2c(c1)N(CC(=O)O)C(=O)C1CCCCN21 (configuration not stated)
  FECH block = i
> CCn1nc(C)c(NC(=O)CN2CC=C(c3cnn(C(C)(C)C)c3)CC2)c1C
  FECH block = i
> CCSc1nnc(NC(=O)c2cccn(Cc3ccc(C(F)(F)F)cc3)c2=O)s1
  FECH block = i
> Cc1cccc(CN(C)C(C)Cc2ncccc2C)n1 (configuration not stated)
  FECH block = i
> Cc1cc(C)n(CC(C)NCCc2c[nH]c3c(C)cccc23)n1 (configuration not stated)
  FECH block = i
> CC(Cn1ccnc1)NCc1n[nH]c2c1CCC2 (configuration not stated)
  FECH block = i
> COc1ccccc1CN(C(=O)C(C)N1CCCC1=O)C1CC1 (configuration not stated)
  FECH block = i
> Cc1noc2ccc(C3NCCc4[nH]cnc43)cc12 (configuration not stated)
  FECH block = i
> O=c1[nH]c(CN2C[C@@H]3[C@H](C2)[C@H]2CC[C@@H]3O2)nc2ccsc12
  FECH block = i
> O=C(CSc1ccccn1)N1CC[C@H]2CC[C@@H](C1)N2
  FECH block = i
> Cc1ccc(C)c(OCC(=O)NCCc2cnc[nH]2)c1C
  FECH block = i
> CCCn1ncc(C(=O)NC(C)C(=O)Nc2ccc(F)cc2C)c1C (configuration not stated)
  FECH block = i
> COc1ccc(-c2ccccc2N2CCNCC2)c2ccc(C)nc12
  FECH block = i
> COc1ccccc1CC(C)NCc1ccc2nonc2c1 (configuration not stated)
  FECH block = i

Other records follow:
Molecule	FECH block
COc1cccc(CC(C)NC2CCN(S(C)(=O)=O)CC2)c1 (configuration not stated)	i
c1cc(C2NCCc3[nH]cnc32)c2cc[nH]c2c1 (configuration not stated)	i
COc1ccc(NC(C)=O)cc1NC(=O)c1cccn(Cc2cc(C)ccc2C)c1=O	i
CC(C)NC(=O)c1cc(N2CCN3CCCC3C2)ccn1 (configuration not stated)	i
COc1cccc(CC(C)NCCN(C)S(C)(=O)=O)c1 (configuration not stated)	i
CCCc1cnc(N2CCN3CCN(C)CC3C2)nc1 (configuration not stated)	i
Cc1ccc2[nH]cc(CN3C[C@H](N(C)C)C[C@H]3CO)c2c1	i
Cc1ccc(CN2CCCN(CC(N)=O)S2(=O)=O)cc1	i
CCSc1ncc(CN2C[C@H]3CC=CC[C@H]3C2)cn1	i
O=C(O)c1cccnc1CN1CCCCC1c1cccnc1 (configuration not stated)	i
CN1CCN(C(=O)Cc2ccc(O)c(Cl)c2)CC1C(=O)O (configuration not stated)	i
FC(F)(F)c1cnc(N2CCC3(CCCNC3)C2)c(Cl)c1 (configuration not stated)	i
Cc1ccnc(CC(C)N(C)Cc2c3ccccc3nn2C)c1 (configuration not stated)	i
CCn1nc(C)c(NC(=O)CN2C[C@@H]3C[C@H](C2)c2cccc(=O)n2C3)c1C	i
CC(=O)Nc1ccc(NC(=O)c2cccn(Cc3cc(C)ccc3C)c2=O)cc1	i
O=C(c1ccc2c(c1)OCO2)N1C[C@H](c2ccccc2)[C@@H]2[C@H]1C1CCN2CC1	i
NCCc1ccc(CN2C[C@H]3CC=CC[C@H]3C2)cc1	i
O=C(Cc1ccc(Cl)c(Cl)c1)N1CCCC(N2CCC(CO)CC2)C1 (configuration not stated)	i
O=C(O)c1cccnc1CN1CCCC(C(=O)c2ccccc2)C1 (configuration not stated)	i
CCn1nc(C)c(CNC(C)Cc2cccc(OC)c2)c1C (configuration not stated)	i

Entries above containing a tert-butyl group (3):
Molecule	FECH block
Cc1ccnc(CC(C)N(C)Cc2c(C)nn(C(C)(C)C)c2C)c1 (configuration not stated)	i
CCc1nn2c(=O)cc(CN3CC=C(c4cnn(C(C)(C)C)c4)CC3)nc2s1	i
CCn1nc(C)c(NC(=O)CN2CC=C(c3cnn(C(C)(C)C)c3)CC2)c1C	i

Screening results deposited in PubChem by School of Medicine, Indiana University.
